Hck Nef HTS: inhibitors of Nef-activated human Hck kinase, primary screen, biochemical, Z-Lyte FRET, 384-well, Hck-YEEI. Tyrosine-protein kinase HCK (Homo sapiens), P08631. Recombinant Hck-YEEI plus Nef, Z-Lyte FRET kinase assay. inhibition, % at 20 µM. 220,000 tested, 0.68% active. AID 463187, 2010;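 active means Hck-Nef kinase inhibition above about 50%, limit read from the data; inactive means inhibition below that limit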;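 further: 0% = DMSO with Hck plus Nef and 100% = Hck alone without Nef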
NCF1 inh: p47phox/p22phox peptide binding inhibitors, primary screen, biochemical, uHTS, NADPH oxidase regulatory subunit | Neutrophil cytosol factor 1 (Homo sapiens), P14598 | fluorescence polarization, 2 h | inhibition, % at 24.7 µM | 220,000 tested, 0.53% active;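 active means inhibition above about 30%, limit read from the data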;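 further: 0% = p47phox with labelled peptide and 100% = labelled peptide alone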
Target sequence (P14598 whole entry, looked up): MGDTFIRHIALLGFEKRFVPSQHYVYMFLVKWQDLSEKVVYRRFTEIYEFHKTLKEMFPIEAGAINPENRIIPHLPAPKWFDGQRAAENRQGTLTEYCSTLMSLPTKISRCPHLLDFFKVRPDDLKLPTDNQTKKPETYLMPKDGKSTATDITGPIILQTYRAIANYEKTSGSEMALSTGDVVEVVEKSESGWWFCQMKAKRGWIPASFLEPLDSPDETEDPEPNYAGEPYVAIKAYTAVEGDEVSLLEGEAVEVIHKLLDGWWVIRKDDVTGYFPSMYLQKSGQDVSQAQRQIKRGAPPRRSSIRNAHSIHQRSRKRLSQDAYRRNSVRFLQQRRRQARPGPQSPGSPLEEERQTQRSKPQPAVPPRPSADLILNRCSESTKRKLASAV
EBV gp42 inh: Epstein-Barr virus gp42 inhibitors, primary screen, biochemical, uHTS, fluorescence polarization. Fluorescence polarization binding assay, mP read-out. inhibition, % (tested at 21.74 µM). 220,000 tested, 0.42% active. AID 1085, 2008; in the data active means inhibition above about 50%
Tb hexokinase: Trypanosoma brucei hexokinase 1 inhibitors, primary screen, biochemical, G6PDH-coupled NADH absorbance, MLSCN library; hexokinase 1 [Trypanosoma brucei]; inhibition, % at 10 µM; 220,000 tested, 0.11% active; recombinant TbHK1, G6PDH-coupled NADH A340;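 active means inhibition of 50% or more in the single-dose primary screen; inactive means inhibition below 50%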
Runt-CBFb FRET: inhibitors of RUNX1 Runt–CBFb binding, primary screen, biochemical, FRET, Cerulean-Runt, Venus-CBFb, uHTS; AID 1496, 2009; inhibition, % at 20 µM; Cerulean-Runt/Venus-CBFb FRET ratio 530/480, 1 h; 220,000 tested, 0.46% active;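 active means inhibition over about 50% at 20 µM in the single-dose screen, limit read from the data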;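 further: 0% = DMSO wells and 100% = excess unlabeled CBFb competitor control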
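Measured by: fluorescence energy transfer, 422 nm excitation, 530/480 nm emission; test system: Cerulean-tagged RUNX1 Runt domain (FRET donor) fusion protein; buffer or medium: Tris pH 7.5 buffer with BSA; compound: one dose, 20 µM compound, 1% DMSO; times: two 1 h room-temperature incubations shielded from light; benchmarks: unlabeled CBFb 5 µM, positive control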
L929 necroptosis: inhibitors of zVAD-triggered necroptosis, primary screen, L929 cells. AID 1377, 2008. viability rescue, % at 10 µM. 220,000 tested, 0.38% active. L929 zVAD necroptosis rescue, ATP luminescence, 24 h; with zVAD 60 µM;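 active means activation, scaled between plate controls, above about 75%, limit read from the data; inactive means activation under that limit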;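 further: 0% = zVAD with DMSO and 100% = DMSO alone without zVAD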
Runt-SMMHC FRET: inhibitors of RUNX1 Runt–CBFb-SMMHC binding, primary screen, biochemical, FRET, Cerulean-Runt, Venus-CBFb-SMMHC, uHTS; inhibition, % at 20 µM; Cerulean-Runt/Venus-CBFb-SMMHC FRET ratio 530/480, 1 h; 220,000 tested, 0.74% active; AID 1434, 2008;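 active means mean inhibition across duplicate retests at 20 µM reaching about 50%, limit read from the data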;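 further: 0% = DMSO wells and 100% = wells with excess untagged CBFb-SMMHC; inhibitors lower the FRET ratio by blocking Runt binding to CBFb-SMMHC; some results filed as inactive read as strong as hits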
14-3-3 Bad PPI: inhibitors of 14-3-3 zeta/Bad binding, primary screen, biochemical, TR-FRET, bovine 14-3-3 zeta; 220,000 tested, 0.71% active; TR-FRET 14-3-3zeta/Dy647-pBad peptide displacement, 1 h; 14-3-3 protein zeta/delta (Bos taurus), P63103; inhibition, % at 21.7 µM;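 active means inhibition above about 70%, limit read from the data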;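 further: 0% = full 14-3-3 plus peptide FRET controls and 100% = background without 14-3-3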
Mdm2 ligase inh: MDM2-luciferase reporter signal enhancers, primary screen, MDM2 E3 ligase inhibitor project, cell-based, luminescence, 1536-well. cell-based MDM2 ubiquitination luciferase reporter, 2 h; 0 = plate control, 100 = twice control, blank-subtracted. signal enhancement, % at 5 µM. E3 ubiquitin-protein ligase Mdm2 (Homo sapiens), Q00987. 210,000 tested, 0.11% active;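 active means signal enhancement of 30% or more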;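 further: luminescence tracks abundance of the self-degrading MDM2-luciferase fusion protein; higher signal means inhibition of MDM2 E3 ligase activity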
Target sequence (Q00987 whole entry, looked up, the tested form may be a part): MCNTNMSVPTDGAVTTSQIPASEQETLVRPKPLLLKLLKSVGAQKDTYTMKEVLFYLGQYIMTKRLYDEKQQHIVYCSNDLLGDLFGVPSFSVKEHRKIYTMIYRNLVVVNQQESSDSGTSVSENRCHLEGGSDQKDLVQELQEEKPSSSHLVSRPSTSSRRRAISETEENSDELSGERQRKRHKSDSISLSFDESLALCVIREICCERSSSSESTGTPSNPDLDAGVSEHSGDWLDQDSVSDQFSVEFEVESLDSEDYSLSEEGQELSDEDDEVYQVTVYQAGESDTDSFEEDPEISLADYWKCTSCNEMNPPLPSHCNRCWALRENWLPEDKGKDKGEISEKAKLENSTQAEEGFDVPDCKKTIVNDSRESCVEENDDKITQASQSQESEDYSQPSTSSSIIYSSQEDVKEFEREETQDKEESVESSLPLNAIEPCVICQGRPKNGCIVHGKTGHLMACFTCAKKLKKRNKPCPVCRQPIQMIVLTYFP
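System: stable MDM2–luciferase fusion reporter cells / Input: 2000 cells seeded into each well / Schedule: 4 h settle plus 2 h compound, 37 °C / Compound: single-point 5 µM / Buffer or medium: cells held in DMEM / Benchmarks: control and blank well means / Evaluation: percent signal gain over controls, blank-subtracted / Measured by: luciferase luminescence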
* = called active by the depositor; · = not tested or not shown; [ ] = dose if it differs, or a comment.

SMILES	Hck Nef HTS	NCF1 inh	EBV gp42 inh	Tb hexokinase	Runt-CBFb FRET	L929 necroptosis	Runt-SMMHC FRET	14-3-3 Bad PPI	Mdm2 ligase inh
CCOC(=O)CSc1nc2c(c(=O)[nH]c(=O)n2C)n1CCCc1ccccc1	1	-12	-5	2	-2	0.4	4	7	-9
FC(F)(F)Oc1ccc(-c2cn3cccnc3n2)cc1	15	-24	-7	-40	-1	0.1	-2	5	-25
COc1ccc(-c2noc(C3CCCN(C(=O)c4cccs4)C3)n2)cc1 (configuration not stated)	6	-7	-7	1	-1	-0.2	0	-2	10
COc1ccc(C(=O)NCCC2=CCCCC2)cc1OC	1	-11	6	-1	0	0.2	-8	3	-14
COc1ccc(NC(=O)[C@H](C)NC(N)=O)cc1S(=O)(=O)Nc1cc(C)ccc1Br	26	12	12	-3	-2	1.5	0	-10	-3
CCNC(=S)N1CCC(C(N)=O)CC1	13	-9	-20	0	-1	0.7	0	-4	-4
Cc1cccc(N2CCN(C(=O)c3ccc4nc(-c5ccco5)c(-c5ccco5)nc4c3)CC2C)c1 (configuration not stated)	9	-43	-5	-12	13	0.0	-15	-5	1
C=CCn1c2ccccc2c2nnc(SCC(=O)Nc3cc(C)on3)nc21	1	-4	-1	-14	-1	-0.2	3	-8	2
COc1ccc([N+](=O)[O-])cc1NC(=O)C(C)OC(=O)C1c2ccccc2Oc2ccccc21 (configuration not stated)	6	-11	-15	-7	0	0.6	0	-11[fluorescence artefact?]	8
CC(=O)Nc1cccc(OCC(=O)NS(=O)(=O)c2ccc(C)cc2)c1	1	1	-21	0	0	-0.2	-2	64	-4
N#Cc1ccc(Oc2nc(Nc3ccc(F)cc3)nc(N3CCCC3)n2)cc1	-11	-6	-19	30	-2	1.1	-6	-6	1
CC/C(=N\Nc1ccc([N+](=O)[O-])cc1)c1ccccc1	-4	-4	-5	-3	5	0.9	-38	-7	-3
Cc1csc(N(C)C(=O)CSc2nnc(COc3cccc4ccccc34)o2)n1	1	-24	-9	-2	-1	7.1	-2	-1	-13
CCOC(=O)N/N=C\c1ccc([N+](=O)[O-])s1	16	1	-8	-3	6	0.7	-2	-10	-10
O/C(=C\c1nc2ccccc2nc1/C=C(\O)c1ccccc1)c1ccccc1	8	-11	12	1	21	-0.1	37	-8	-15
CCC(C(=O)NC(C)CCc1ccccc1)n1nc(C)n2c(cc3occc32)c1=O (configuration not stated)	4	-13	-15	-1	-2	-0.4	-4	-8	-1
CCN(CC)CCNC(=O)c1[nH]c2ccc(OCc3ccccc3)cc2c1C	25	-9	-3	3	3	5.5	0	-26	5
CCC(=O)N1Cc2ccccc2-c2ccccc2C1=O	1	-17	-1	6	0	0.9	2	4	-20
Cc1c(O)c(CN2CCCC2)cc2c3c(c(=O)oc12)CCC3	34	-17	-1	16	26	-0.1	37	-5	·
CN(Cc1ccccc1)S(=O)(=O)c1ccc(OCC(=O)N2CCC(C(N)=O)CC2)cc1	20	-10	13	-7	2	0.6	0	-2	1

One compound at a time, from the list above. Screens in order: Hck Nef HTS	NCF1 inh	EBV gp42 inh	Tb hexokinase	Runt-CBFb FRET	L929 necroptosis	Runt-SMMHC FRET	14-3-3 Bad PPI	Mdm2 ligase inh
Results for CCC(C(=O)NC(C)CCc1ccccc1)n1nc(C)n2c(cc3occc32)c1=O (configuration not stated) → 4	-13	-15	-1	-2	-0.4	-4	-8	-1
Results for CN(Cc1ccccc1)S(=O)(=O)c1ccc(OCC(=O)N2CCC(C(N)=O)CC2)cc1 → 20	-10	13	-7	2	0.6	0	-2	1
Results for CCN(CC)CCNC(=O)c1[nH]c2ccc(OCc3ccccc3)cc2c1C → 25	-9	-3	3	3	5.5	0	-26	5
Results for CCC(=O)N1Cc2ccccc2-c2ccccc2C1=O → 1	-17	-1	6	0	0.9	2	4	-20
Results for Cc1csc(N(C)C(=O)CSc2nnc(COc3cccc4ccccc34)o2)n1 → 1	-24	-9	-2	-1	7.1	-2	-1	-13

Remaining list, next part
SMILES	Hck Nef HTS	NCF1 inh	EBV gp42 inh	Tb hexokinase	Runt-CBFb FRET	L929 necroptosis	Runt-SMMHC FRET	14-3-3 Bad PPI	Mdm2 ligase inh
COc1ccc(-c2c(C)c3ccc(OCC(C)=O)cc3oc2=O)cc1	7	-24	-11	-35	-2	1.9	0	6	9
S=C(NCCc1cnc[nH]1)NC1CCCC1	15	5	9	0	-1	65	2	-13	-12
COc1ccc(-c2cc3ccccc3oc2=O)cc1NC(=O)c1ccc([N+](=O)[O-])o1	8	40*	18	-11	0	45	-2	80*[fluorescence artefact?]	2
COC(=O)[C@H](CCSC)NC(=O)Nc1ccc(OC)c(Cl)c1	2	-3	-11	6	-2	-0.4	2	-14	-4
O=C1COCCOCCOCC(=O)NCCN1	25	-50	-9	-4	3	2.5	3	-1	-10
COc1ccc(-c2nn(-c3ccccc3F)cc2CNCCn2nc(C)cc2C)cc1	14	-10	-16	0	-3	-0.8	4	-2	-8
Cc1cc(NC(=O)CCC(=O)N(c2cccnc2)C(C(=O)NC2CCCC2)c2ccccc2F)no1 (configuration not stated)	0	-8	-15	-6	-2	0.0	6	5	-20
O=C(Nc1ccncc1)C1CCCN(S(=O)(=O)c2cccc3cccnc23)C1 (configuration not stated)	13	-8	-18	1	3	-0.8	0	-2	-20
O=C(OCC(=O)N1CCN(C(=O)c2ccco2)CC1)c1ccccc1OCc1ccccc1	0	-6	-21	-2	-1	0.8	-3	-4	10
Cc1cc(C)n(-c2nnc(C)n2/N=C/c2ccccc2OCc2ccccc2Cl)n1	2	-13	-4	-11	-6	-0.3	1	24	7
O=C(CN1C(=O)NC2(CCCc3ccccc32)C1=O)Nc1cccc(S(=O)(=O)N2CCCCC2)c1 (configuration not stated)	4	-12	-2	-7	-1	1.2	5	-12[fluorescence artefact?]	8
O=C(N/N=C/c1c[nH]c2ccccc12)c1ccc2c(c1)OCCO2	14	-10	1	-97	-3	1.7	1	-11	-25
CCCCN1Cc2c(nc3cc(-c4ccccc4)[nH]n3c2=O)C1=O	16	-15	-2	-16	-5	1.5	-2	-7	11
CN(NC(=O)Nc1ccc(Cl)cc1)c1c(Cl)c(Cl)nn1C	29	-4	-7	-2	0	1.4	2	-9	-10
C=CCSc1nc2c(c(=N)n1CC=C)C1CCCC1S2 (configuration not stated)	2	-1	-20	37	-2	0.1	0	0[fluorescence artefact?]	-9
Cc1cc(C)c(C(N)=O)c(Cl)n1	18	-8	-5	7	2	0.5	2	6	-9
CCCc1cc(NCCCCO)n2c(nc3ccccc32)c1C#N	97*	-12	-17	-1	21	0.3	54*	-6	2
CC(OC(=O)c1ccc2ncsc2c1)C(=O)NCc1ccccc1 (configuration not stated)	2	-26	-30	-8	1	15	3	-6	-16
COc1ccc(C(=O)Nc2ccccc2NC(=O)c2ccco2)c(OC)c1	12	-1	-4	8	-2	-0.3	-1	8	-24
O=C1CC(C2CCCO2)C(=O)N1Cc1ccccc1 (configuration not stated)	1	-1	-10	-6	0	0.6	2	-1	-12
NC(=O)[C@H](Cc1cc2ccccc2s1)NC(=O)[C@@H]1CC2(CC(c3cccc(NC(=O)[C@@H]4CCC(=O)N4)c3)=NO2)CN1C(=O)c1ccccc1 (some centres not stated)	0	1	-4	-6	-4	0.6	-2	20	-4
COc1cccc(C(c2sc3nc(C)nn3c2O)N2CCN(C(=O)c3ccco3)CC2)c1 (configuration not stated)	-7	-11	-18	-5	2	0.4	-1	8[fluorescence artefact?]	-15
Cc1ccc(NC(=O)CSc2ccccc2NC(=O)c2cccc(Cl)c2)cc1Cl	2	-7	-20	-4	3	1.4	4	7	-10
COc1cc2nc(CC(C)C)n(NC(=O)c3ccccc3)c(=O)c2cc1OC	2	-1	-3	-2	-3	2.8	-4	37	-17
CCOc1ccc2c(c1)OC(c1ccc(C)cc1)(C(F)(F)F)NC2=O (configuration not stated)	-11	-11	-1	36	-6	-0.4	2	-15	10
CCOC(=O)COc1c(OC)cc(Cl)cc1C1NC(=O)NC(C)=C1C(C)=O (configuration not stated)	10	-9	-25	-5	-1	0.0	0	3	-14
CC(/C=N/NC(=O)c1sc(N)nc1C)=C\c1ccccc1	16	-4	0	-11	0	4.1	1	-7	-3
Cn1c(=O)c2c(nc(NC3CCCCC3)n2Cc2ccccc2)n(C)c1=O	0	-9	-3	-4	-3	0.3	4	-1	-7
CCC(c1nnnn1CCC(C)C)N1CCC(C(N)=O)CC1 (configuration not stated)	-1	-12	1	10	-2	-0.5	-4	1[fluorescence artefact?]	3
O=C(OCn1nnc2ccccc2c1=O)c1ccc(S(=O)(=O)N2CCOCC2)cc1	-1	-7	-4	-6	2	0.6	4	3	-9
O=S(=O)(O)c1nc2ccccc2n1CCOc1ccccc1	-1	2	-16	0	1	0.1	-1	66	1
Cn1ncc(Cl)c1C(=O)NCc1cc(C(C)(C)C)n[nH]1	3	-6	-9	-3	1	1.5	-2	-2[fluorescence artefact?]	-11
CCCn1c(=N)n(CCOc2ccc(OC)cc2)c2ccccc21	0	-5	-3	4	0	-0.2	0	-3	6
CCOC(=O)N1CCN(C(=O)c2ccc3c(c2)sc2nc(-c4ccc(OC)cc4)cn23)CC1	0	-11	-11	-1	5	-0.6	7	15	-6
CCN(CC)c1nc(N)c2c(N)nc3c(c2c1C#N)CC(c1ccccc1)O3 (configuration not stated)	3	-16	-7	1	2	-0.6	-6	0	-14
O=C(CSc1nnc(-c2ccco2)n1-c1ccccc1)NCCc1ccccc1	2	-8	-15	-3	-3	0.0	2	·	-6
COc1ccc(N2C(N)=C(C#N)C(c3cccnc3)C3=C2CC(C)(C)CC3=O)cc1 (configuration not stated)	8	-7	-17	-2	0	-0.8	4	-4	-25
Nc1c(C(=O)NCc2ccccc2)sc2nc(N3CCOCC3)c3c(c12)CCCC3	6	-3	-15	-5	7	-0.1	23	3	-14
Cc1ccc(C(=O)COC(=O)c2cccc(N3C(=O)c4c(C)nc5ccccc5c4C3=O)c2)cc1C	0	-15	-7	-6	0	-0.6	-2	-4	-19
NC(=O)COC(=O)CNC(=O)c1sc2ccccc2c1Cl	-15	5	1	0	1	1.0	1	-6	-5
COc1cc2c(cc1OC)-c1cc(OCCN3CCOCC3)nc(=O)n1CC2	0	-18	-20	-43	0	5.6	9	8	-8
